# NOD2-RIPK2 inh – inhibitors of human NOD2-RIPK2 interaction; AID 624267; inhibition, % at 4.98 µM; 0.38% of 360,000 active; CHO BLA complementation NOD2-RIPK2, CCF4 ratio; in the data active means inhibition above about 21%;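 further: 0% = vehicle only and 100% = reference blocker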
# SRC2 inh – human SRC2 (NCOA2) inhibition; Q15596; HEK293 GAL4-SRC2 luciferase reporter, luminescence; inhibition, % at 9 µM; 0.17% of 370,000 active; AID 651957;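 active means inhibition above the mean inhibition of all tested compounds plus 3 SD, set per campaign, cut at about 52% in these data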;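 further: 0% = DMSO treated cells and 100% = cells given Gossypol at 36 µM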
# SRC3 inh – inhibitors of human steroid receptor coactivator 3 (SRC3); HEK293 GAL4-SRC3 luciferase reporter, luminescence; 0.17% of 360,000 active; inhibition, % at 3.6 µM;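 active means inhibition above a per-campaign cutoff, the mean of all compounds plus 3 SD, cut at about 60% in these data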;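 further: 0% = DMSO-treated cells and 100% = gossypol-treated cells at 36 µM; higher means less SRC3-driven luciferase light from the GAL4 reporter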
# SRC1 inh – inhibitors of human steroid receptor coactivator 1 (SRC1) | HEK293 GAL4-SRC1 luciferase reporter, luminescence | inhibition, % at 3.6 µM | 0.12% of 360,000 active | AID 588354;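 active means inhibition above the campaign mean plus 3 SD, with each screening campaign given its own cutoff, cut at about 60% in these data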;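 further: 0% = DMSO treated cells and 100% = gossypol at 36 µM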
# TLR9-MyD88 block – TLR9-MyD88 interaction inhibition; Q9NR96+Q99836; CHO BLA complementation TLR9-MyD88, CCF4 FRET ratio; inhibition, % at 4.98 µM; 0.21% of 340,000 active; AID 504734;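 active means inhibition above the mean over all tested compounds plus 3 SD, cut at about 21% in these data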;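 further: 0% = DMSO only wells and 100% = clavulanate BLA inhibitor control wells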
# TROY signal inh – TROY signaling inhibition | AID 1347056 | Q293 LMP1-TROYcd NF-kB luciferase reporter, 4 h | inhibition, % at 10 µM | 0.98% of 360,000 active;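 active means compounds whose plate-normalised and pattern-corrected inhibition of the luciferase reporter signal at the single screening dose is 50% or more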
# TWEAK-Fn14 inh – inhibitors of TWEAK-Fn14 interaction signaling | TWEAK-stimulated Fn14 reporter cells, luciferase luminescence, 8 h | inhibition, % at 10 µM | 2% of 360,000 active | AID 1159606; in the data active means inhibition above about 50%
# NR5A2 inv ag – inverse agonists of human LRH-1 (NR5A2). O00482. HEK293T StAR-luciferase reporter, LRH-1 transfected, 24 h. inhibition, % at 3.6 µM. 0.13% of 360,000 active;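 active means inhibition above the mean inhibition of all tested compounds plus 3 SD, cut at about 73% in these data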;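 further: 0% = DMSO wells and 100% = reporter-only cells lacking LRH-1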
# Target sequence (O00482 whole entry, looked up): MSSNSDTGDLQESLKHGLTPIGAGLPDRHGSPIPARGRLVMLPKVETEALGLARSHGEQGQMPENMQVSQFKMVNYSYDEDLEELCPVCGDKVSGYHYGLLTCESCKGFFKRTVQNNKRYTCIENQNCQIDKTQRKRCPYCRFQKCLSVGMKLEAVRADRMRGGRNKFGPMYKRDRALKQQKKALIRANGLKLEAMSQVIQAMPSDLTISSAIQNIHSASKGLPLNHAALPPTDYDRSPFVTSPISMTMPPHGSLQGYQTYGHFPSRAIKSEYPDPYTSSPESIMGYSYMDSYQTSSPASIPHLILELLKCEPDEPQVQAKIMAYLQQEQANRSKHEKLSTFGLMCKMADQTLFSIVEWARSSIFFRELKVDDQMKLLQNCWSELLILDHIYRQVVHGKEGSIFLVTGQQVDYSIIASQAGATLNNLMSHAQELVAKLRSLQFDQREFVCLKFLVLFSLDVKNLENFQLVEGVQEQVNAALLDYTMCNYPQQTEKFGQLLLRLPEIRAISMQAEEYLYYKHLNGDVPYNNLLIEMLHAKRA
# NR2F2 inh – NR2F2 (human) inhibition, primary screen; P24468; HEK293T NGFI-A luciferase reporter, luminescence; inhibition, % at 8.6 µM; 0.7% of 370,000 active;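 active means inhibition above a per-plate cutoff, mean inhibition of test wells between control levels plus 3 SD, cut at about 38% in these data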;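 further: cells cotransfected with COUP-TFII expression vector driving the NGFI-A reporter; 0% = median of COUP-TF2 test wells and 100% = reporter-only cells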
# Target sequence (P24468 whole entry, looked up): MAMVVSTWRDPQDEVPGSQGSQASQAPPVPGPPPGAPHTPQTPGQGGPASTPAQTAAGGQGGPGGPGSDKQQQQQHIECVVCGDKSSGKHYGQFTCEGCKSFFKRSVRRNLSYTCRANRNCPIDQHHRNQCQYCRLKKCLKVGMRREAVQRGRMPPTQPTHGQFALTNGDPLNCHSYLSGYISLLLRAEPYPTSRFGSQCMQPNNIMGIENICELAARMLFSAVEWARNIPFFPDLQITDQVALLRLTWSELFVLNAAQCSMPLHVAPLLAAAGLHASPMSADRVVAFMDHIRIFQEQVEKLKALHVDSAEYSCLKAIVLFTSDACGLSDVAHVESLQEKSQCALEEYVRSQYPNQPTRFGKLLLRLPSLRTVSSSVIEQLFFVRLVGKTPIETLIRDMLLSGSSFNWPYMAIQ
# ABHD5 PLIN5 PPI – inhibitors of human ABHD5-perilipin-5 interaction; Q00G26+Q8WTS1; Split G. princeps luciferase complementation, luminescence, 4 h; inhibition, % at 4 µM; 0.78% of 360,000 active;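 active means inhibition above the mean inhibition across every tested compound plus 3 SD, cut at about 22% in these data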;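 further: 0% = DMSO only wells and the 100% control is not disclosed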
# Exocytosis inh – blocks lytic granule exocytosis; TALL-104 LAMP-1 surface exposure, flow cytometry; cells stimulated with thapsigargin and PMA; 0.66% of 360,000 active; inhibition, % at 10 µM; AID 651702;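 active means inhibition above about 55%, limit read from the data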
# * hit, by the source's call; x = not tested or not shown. The list is partial; count on the stated rates, not on these rows.
SMILES,NOD2-RIPK2 inh,SRC2 inh,SRC3 inh,SRC1 inh,TLR9-MyD88 block,TROY signal inh,TWEAK-Fn14 inh,NR5A2 inv ag,NR2F2 inh,ABHD5 PLIN5 PPI,Exocytosis inh
O=C(Nc1c(F)cc(F)cc1Br)C1CCCO1 (stereo not given),-5,-9,2,2,7,16,6,7,7,-3,0
CCC(C)[C@H](NC(=O)OC(C)(C)C)C(=O)N/N=C/c1cccc2nccnc12 (stereo not given in full),4,-12,23,15,-7,1,-8,4,-12,0,0
Cc1cccc2sc(NC(=O)CCn3cccc3)nc12,2,-2,-15,-14,4,-23,10,-19,-11,2,2
Cc1ccc(-c2nc(CS(=O)CC(=O)NCCN3CCCC3)c(C)o2)cc1 (stereo not given),1,-3,-4,-3,7,2,9,-2,-7,3,8
Cc1ccc(NC(=O)CSCC(=O)Nc2cccc(S(=O)(=O)N3CCCCCC3)c2)cc1,-7,1,-33,4,0,3,-10,-22,2,-11,-1
Cn1c(=O)c(=O)n(C)c2cc(S(=O)(=O)N3CCCC3C(=O)NCc3ccco3)ccc21 (stereo not given),-1,8,14,-39,-4,-6,4,-5,1,0,3
COc1ccc2oc3cc(C)[n+]([O-])c(-c4ccc(Br)cc4)c3c2c1,-4,-3,-27,0,1,9,-42,5,29,-9,-3
CCS(=O)(=O)N1CCCC(C(=O)NCc2ccc(C)cc2)C1 (stereo not given),-14,2,-9,3,-6,12,-17,5,11,0,-3
CCOC(=O)c1ccc(NC2c3ccccc3C(=O)N2c2cccnc2)cc1 (stereo not given),3,-12,5,-1,2,4,-6,1,-21,-2,-4
CCOC(=O)C(NC(=O)c1ccccc1)(N1CCCC1=O)C(F)(F)F (stereo not given),0,13,9,10,-1,6,5,-2,-9,1,0
COc1ccc2cc(CCNC(=O)C3CCCC3)c(=O)[nH]c2c1,-6,-7,-21,-4,-8,-6,8,-17,6,1,-3
Cc1c(CCC(=O)NCCCn2ccnc2)c(=O)oc2cc3occ(C(C)(C)C)c3cc12,3,-7,4,0,-5,-7,-3,-16,6,-3,13
Cc1ccc(NC(=O)COC(=O)CSC(=S)N2CCOCC2)cc1C,5,4,12,-32,-3,4,8,10,3,-5,-3
Cc1ccc(NC2CCCN(C(=O)c3ccoc3C)C2)cc1C (stereo not given),-9,9,-12,-27,1,1,4,-11,16,-1,-2
COc1cccc(NC(=O)CSc2nc(O)c(C)c(=O)n2-c2ccc(C)cc2)c1,-15,-11,-11,-43,-3,4,8,5,-9,-7,-2
COc1ccc(-c2coc3c(C(=O)Nc4cc(OC)c(OC)c(OC)c4)cccc23)c(C)c1,-4,23,38,42,x,63*,93*,20,37,-5,3
c1ccc(CCNc2ccc3nncn3n2)cc1,-4,-26,-31,-9,1,-9,6,9,-2,5,3
Cc1ccc(C)c(NC(=O)C(c2ccccc2)N2CCN(CC(=O)NC3CC3)CC2)c1 (stereo not given),-5,10,-18,-8,2,-17,6,-2,15,2,4
CCOC(=O)N/N=C/c1cn(Cc2ccc(F)cc2)c2ccccc12,-5,6,12,5,0,-5,-1,2,17,-2,-2
Cc1ccc(S(=O)(=O)NCC(=O)NCC(=O)N2CCN(c3ncccn3)CC2)cc1C,-2,20,-9,4,3,14,-24,0,-19,-1,-4
Cc1cccc(C)c1NC(=O)CN(C)C(=O)CCC(=O)N1CCOCC1,-10,-42,-4,1,-3,7,1,-1,13,5,-20
Cc1cccc(Oc2ccc(NS(=O)(=O)c3ccc(C)c(C(=O)O)c3)cc2)c1,-2,10,6,-31,-2,-3,6,25,-11,2,1
O=C(OCc1ccccc1F)c1ccc2c(c1)OCCO2,-11,-56,-54,-59,-15,-80,-12,-46,-43,0,0
CC(Oc1ccccc1)c1ccnn1S(=O)(=O)c1ccccc1 (stereo not given),-3,19,-10,10,-3,-3,-7,-9,4,-6,4
O=c1[nH]c(SCc2nc3ccccc3n2Cc2ccccc2)nc2ccccc12,-12,-4,-10,5,3,-6,-14,-30,-3,-4,0
# Further compounds follow:
SMILES,NOD2-RIPK2 inh,SRC2 inh,SRC3 inh,SRC1 inh,TLR9-MyD88 block,TROY signal inh,TWEAK-Fn14 inh,NR5A2 inv ag,NR2F2 inh,ABHD5 PLIN5 PPI,Exocytosis inh
C=CCN1C(=S)N[C@@H]2CS(=O)(=O)C[C@@H]21,-3,5,21,-1,x,23,-3,-8,-18,3,2
CC(=O)Nc1nc2ccc(NC(=O)c3ccco3)cc2s1,6,-58,-54,-47,-1,-26,0,-35,-31,2,0
COc1cccc(/C=N/NC(=O)CNC(=O)C(c2ccccc2)c2ccccc2)c1O,3,17,36,16,-1,-50,-39,27,-26,20,26
CC(C)N1C(=S)SC(C)(C)C1n1oc(=O)n(-c2ccc(Cl)c(Cl)c2)c1=O (stereo not given),9,-14,-1,-7,0,5,6,14,3,0,1
Cc1ccc(C)c(N2CCN(C(=O)c3ccc4nsnc4c3)CC2)c1,6,24,-10,10,1,21,9,-4,7,-8,-4
CC1CCN(C(=O)C(NS(=O)(=O)c2cccc3nsnc23)c2ccccc2)CC1 (stereo not given),-8,-20,13,-7,4,-10,-18,18,6,5,-4
O=C1NC[C@@H](CCCCN2C[C@H](Cc3ccc(O)cc3)N(Cc3ccccc3)C(=O)C2=O)N(CCC2CCCCC2)C1=O,-11,-8,x,x,x,-19,-3,1,-8,3,-1
O=C1COc2ccc(-c3csc(=Nc4ccc(OC(F)F)cc4)n3CC3CCCO3)cc2N1 (stereo not given),-2,20,15,2,-5,44,47,22,6,2,-1
C[C@H](CO)N1C[C@H](C)[C@@H](CN(C)C(=O)NC2CCCCC2)Oc2c(NC(=O)c3ccncc3)cccc2C1=O,3,-1,11,8,-8,-21,3,8,-5,9,18
O=C1C2C3C=CC(C4CC34)C2C(=O)N1CCCCN1CCN(c2ccc(F)cc2)CC1 (stereo not given),-12,-9,-13,6,4,5,-26,6,2,6,2
COc1cccc(NC(=O)CSc2nnc(-c3ccco3)c(-c3ccco3)n2)c1,-13,11,-11,-12,5,-25,13,-17,-8,8,-14
O=C(NC(=S)Nc1ccc(C(F)(F)F)cc1)c1csnn1,-5,11,11,4,0,-12,6,-1,8,-4,-5
CN(CCOc1ccccc1)C(=O)c1ccc(OC2CCN(C(=O)C3CC3)CC2)cc1,-4,13,9,3,3,14,6,15,10,-1,2
CNC(=O)OCc1cccc(COC(=O)NC)n1,-1,-11,10,2,4,5,5,7,5,3,-8
NC(=O)C1CCN(C(=O)c2ccc(CS(=O)(=O)c3c(Cl)cccc3Cl)o2)CC1,3,0,-17,-14,1,2,-4,-13,2,4,2
COC(=O)C1=C(C(=O)OC)SC(=C2C(=S)C(C)(C)N(C(=O)C(C)C)c3ccccc32)S1,-5,-32,-4,1,1,2,-1,-9,-16,-10,-3
NS(=O)(=O)c1ccc(CNC(=O)c2ccc(Cl)c(S(=O)(=O)NCc3ccccc3)c2)cc1,-9,1,21,-3,13,-1,-10,-10,-11,2,0
COc1cc(CNC2CCCC2)c(Br)cc1OCc1ccccc1,-3,0,2,-9,-11,-5,-15,-26,-21,-2,4
N#CCOc1ccccc1CNC[C@H]1O[C@@H](n2cnc3c(=O)[nH]c(N)nc32)[C@H](O)[C@@H]1O,-8,5,-18,-10,x,16,-8,2,-5,-7,-6
CN(C)C(CNC(=O)c1ccc([N+](=O)[O-])cc1Cl)c1ccco1 (stereo not given),-9,-18,-5,-19,6,15,21,-25,22,6,4
COc1cc(OC)cc(-c2nnc(SCC(=O)N(C(C)C)C(C)C)o2)c1,-8,-16,9,-4,0,-9,2,-26,-4,5,2
Cc1ccc(NC(=O)N2CCCC2c2cccs2)cc1 (stereo not given),-3,10,5,-1,5,-15,-3,-24,-3,2,-1
O=C(NCc1ccc(F)cc1)c1ccc(N2CCc3ccccc32)c([N+](=O)[O-])c1,-1,6,29,1,9,14,7,37,22,-1,1
COC(=O)COc1ccccc1/C=C1/NC(=O)NC1=O,1,-18,-48,-2,0,5,-20,12,-4,1,-1
CCCOP(=O)(c1ccc(N(C)C)cc1)C(Nc1ccccc1)c1ccc(C)cc1 (stereo not given),-5,7,14,-1,-9,2,5,5,2,-1,6
# Continuation.
SMILES,NOD2-RIPK2 inh,SRC2 inh,SRC3 inh,SRC1 inh,TLR9-MyD88 block,TROY signal inh,TWEAK-Fn14 inh,NR5A2 inv ag,NR2F2 inh,ABHD5 PLIN5 PPI,Exocytosis inh
CCOC(=O)N1CCC(N2CCN(S(=O)(=O)c3ccc4ccccc4c3)CC2)CC1,-1,-11,23,6,1,11,15,31,5,3,2
CCC(C)c1ccccc1NC(=O)CN(C)CC(=O)Nc1ccccc1SC (stereo not given),-3,2,16,3,-8,5,1,17,-1,-2,18
O=S(=O)(NCc1ccc2c(c1)OCO2)c1ccccc1F,6,11,3,10,1,-1,7,-3,-2,0,-1
CCNC(=O)Nc1ccccc1C(=O)OC,-6,5,9,-12,-2,9,-4,-4,2,3,0
Cc1cc(C)nc(-n2nc(C)cc2NC(=O)CNCc2ccccc2)n1,-8,3,12,1,5,6,-8,18,-1,-4,-2
CCOC(=O)c1c(NC(=O)c2ccccc2Cl)sc2c1CCc1ccccc1-2,-4,-9,0,-46,7,-1,15,6,2,-9,2
O=S(=O)(c1ccccc1)N1CCN(CCOc2ccc(F)cc2)CC1,-10,1,7,-1,-6,19,-1,11,5,-4,-2
COc1ccc(Cl)cc1NC(=O)CN(C)C(=O)CCC(=O)c1cc(C)sc1C,3,-2,1,-10,-4,-13,-12,-14,5,8,0
CCOC(=O)Cc1c(-c2cccc(Br)c2)nc2c3ccccc3ccn12,-8,-24,x,x,x,-52,-8,-26,-17,0,4
COc1ccc(Nc2nc(-c3ccccc3)c(C(=O)Nc3cccnc3)s2)cc1,-1,-34,-5,6,-1,-14,-22,-33,8,5,1
O=C(CSc1nncs1)Nc1nnc(-c2ccccc2)o1,-1,-14,1,9,2,-5,-3,-5,2,-3,-1
Cc1ccc2nc(Cl)c(C3CC(c4cccs4)=NN3C(=O)CCC(=O)O)cc2c1 (stereo not given),-13,-18,-22,-1,-9,-55,-10,2,-14,1,-12
CCOc1cc2[nH]c(=O)n(CCCN3CCN(c4ccc(OC)cc4)CC3)c(=O)c2cc1OCC,-9,7,6,-8,6,3,87*,-7,1,4,3
CCc1nnc(NC(=O)Nc2ccc(OC)cc2)s1,-11,-5,-20,-63,1,-24,-5,-56,-28,-5,-2
COc1ccccc1N1C(=O)C2CC=CC(C)C2C1=O (stereo not given),1,12,-7,4,11,x,0,-8,1,0,-1

# Assay outcomes deposited in PubChem BioAssay by several laboratories.
